Screening data from PubChem BioAssay.
14-3-3 PPI – alters human 14-3-3 gamma binding to Raf peptide. FP, 14-3-3gamma / TMR-pS259-Raf peptide binding. inhibition, % at 40 µM. actives 0.19% (n = 160,000). AID 422; in the data active means inhibition above about 30%;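 further: 0% = protein plus tracer without compound and 100% = blank with tracer alone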
Target sequence (P61981 whole entry, looked up): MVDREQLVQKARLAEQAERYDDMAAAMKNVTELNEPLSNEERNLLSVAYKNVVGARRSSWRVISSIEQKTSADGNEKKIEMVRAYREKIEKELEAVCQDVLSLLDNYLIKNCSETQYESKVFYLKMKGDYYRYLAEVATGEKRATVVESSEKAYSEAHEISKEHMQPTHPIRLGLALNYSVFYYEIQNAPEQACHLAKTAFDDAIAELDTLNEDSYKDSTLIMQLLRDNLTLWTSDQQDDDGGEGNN
* = called active by the depositor; & = joins results of further samples.

14-3-3 PPI | SMILES
-2 | COc1ccc(NC(=O)c2cc3cc4cc(OC)ccc4nc3o2)c(OC)c1
3 | COc1cc(OC)c2c(C)c(Cl)c(=O)oc2c1
-71 | O=C(NCc1ccccn1)c1coc2nc3ccccc3nc12
-3 | N#Cc1cc2c(nc1SCC(=O)Nc1ccccc1)CCCC2
-1 | O=C(O)c1ccc(Sc2cccc(Cl)c2)c([N+](=O)[O-])c1
9 | O=C(Nc1nnc(SCc2ccc(F)cc2)s1)c1ccc([N+](=O)[O-])cc1
6 | CCOC(=O)c1ccccc1NC(=O)c1sc2ncnc(N3CCN(c4ccccc4)CC3)c2c1C
-7 | Cc1ccc(/C(O)=C2\C(=O)C(=O)N(c3cc(C)on3)C2c2cccc(Br)c2)cc1 (configuration not stated)
-6 | C=C(C)Cn1c(SCC(=O)c2ccccc2)nc2sc3c(c2c1=O)CCCC3
-2 | Cc1c(C(=O)OCC2CCCO2)[nH]c2c1C(=O)CC(c1cccs1)C2 (configuration not stated)
-6 | CC(C)CCN1CC(C(=O)NCCC2=CCCCC2)CC1=O (configuration not stated)
4 | Cc1ccc(C2CC(=O)NC(SCCC(C)C)=C2C#N)cc1 (configuration not stated)

A draw from above in order of formula weight, smallest number first:
14-3-3 PPI | SMILES
-6 | CC(C)CCN1CC(C(=O)NCCC2=CCCCC2)CC1=O (configuration not stated)
4 | Cc1ccc(C2CC(=O)NC(SCCC(C)C)=C2C#N)cc1 (configuration not stated)
-3 | N#Cc1cc2c(nc1SCC(=O)Nc1ccccc1)CCCC2
-2 | Cc1c(C(=O)OCC2CCCO2)[nH]c2c1C(=O)CC(c1cccs1)C2 (configuration not stated)
-6 | C=C(C)Cn1c(SCC(=O)c2ccccc2)nc2sc3c(c2c1=O)CCCC3
-7 | Cc1ccc(/C(O)=C2\C(=O)C(=O)N(c3cc(C)on3)C2c2cccc(Br)c2)cc1 (configuration not stated)
6 | CCOC(=O)c1ccccc1NC(=O)c1sc2ncnc(N3CCN(c4ccccc4)CC3)c2c1C

(further entries)
14-3-3 PPI | SMILES
-5 | CCOC(=O)N1CCN(c2nc(-c3ccc(F)cc3)cs2)CC1
-6 | CCN(CC)C(=O)Cn1nnc(-c2ccc(C)o2)n1
2 | C=CCOc1nc2c(c(=O)n(C)c(=O)n2C)n1Cc1ccc(Cl)cc1Cl
2 | c1ccc(C(CCC2CC2)Sc2nnc3c(n2)[nH]c2ccccc23)cc1 (configuration not stated)
-8 | O=C(CCSCc1ccc(Cl)cc1)NC1CCCCCCC1
0 | CCCC12CN(C(=O)c3ccc(OC)cc3)CC(C)(CN(C(=O)c3ccc(OC)cc3)C1)C2=O
-1 | COc1cc(N2C(=O)NC3CC2(C)Oc2ccc(Br)cc23)cc(OC)c1OC (configuration not stated)
-6&6 | COc1cc2c(cc1OC)C(C(=O)NCc1ccco1)C(c1cccs1)N(C)C2=O (configuration not stated)
-1 | CC(C)N(Cc1nc(-c2ccccc2)no1)C(=O)CSc1ccccc1
-3 | Cc1cc(Cl)ccc1OCC(=O)Nc1sc2c(c1C(=O)OC(C)C)CCCC2
-3 | Cc1ccc(C(=O)N2CCCc3ccccc32)cc1[N+](=O)[O-]
-339 | Cc1ccc(-c2nc3ccccc3o2)cc1NC(=O)c1ccccc1[N+](=O)[O-]

Some of the entries above in another layout:
mol	14-3-3 PPI
O=C(CCSCc1ccc(Cl)cc1)NC1CCCCCCC1	-8
CCCC12CN(C(=O)c3ccc(OC)cc3)CC(C)(CN(C(=O)c3ccc(OC)cc3)C1)C2=O	0
COc1cc(N2C(=O)NC3CC2(C)Oc2ccc(Br)cc23)cc(OC)c1OC (configuration not stated)	-1
COc1cc2c(cc1OC)C(C(=O)NCc1ccco1)C(c1cccs1)N(C)C2=O (configuration not stated)	-6&6
CC(C)N(Cc1nc(-c2ccccc2)no1)C(=O)CSc1ccccc1	-1
Cc1cc(Cl)ccc1OCC(=O)Nc1sc2c(c1C(=O)OC(C)C)CCCC2	-3

The listing continues:
14-3-3 PPI | SMILES
1 | COc1cc(C2C3=C(CC(c4ccc(C)cc4)CC3=O)Nc3ccccc3N2C(=O)C(F)(F)F)cc(OC)c1OC (configuration not stated)
-7 | COc1ccc(OCCC(=O)Nc2cc(C)on2)cc1
7 | CCCOc1ccc(/C(O)=C2/C(=O)C(=O)N(CCN(C)C)C2c2ccncc2)cc1 (configuration not stated)
-7 | COc1ccc(-c2coc3c(CN4CCCCC4)c(O)c(CN4CCCCC4)c(O)c3c2=O)cc1
2&13 | COC(=O)c1ccc(CSc2nc3c(cnn3-c3ccc(C)c(C)c3)c(=O)[nH]2)o1
-36 | O=S(=O)(c1cccc(-c2cn3cccnc3n2)c1)N1CCCCCC1
-22 | Cc1ccccc1Nc1nc(CSc2nnc(-c3ccoc3C)n2C)cs1
-6 | COc1ccccc1Oc1c(C)oc2c(CN3CCN(C)CC3)c(O)ccc2c1=O
0&-1 | Nc1c2c(nc3ccccc13)CCCC2
-7 | CC1CC(C)CN(CCCNC(=O)c2cn(C3CCCCC3)c(=O)c3c2c2ccccc2n3C)C1 (configuration not stated)
-2 | CN(c1ccccc1)S(=O)(=O)c1ccc(C(=O)Nc2ccc(S(N)(=O)=O)cc2)cc1
6 | O=C(c1cnc(N2CCN(c3ccccn3)CC2)c2ccccc12)N1CCC(Cc2ccccc2)CC1
-1 | CCc1cc(-c2n[nH]c(C)c2-c2nc3ccccc3n2C)c(O)c(CN2CCN(C)CC2)c1O
-6 | O=C(Nc1ccc(OC(=O)c2ccco2)cc1)c1ccco1
-10 | Brc1ccc(-c2nnc3ccc(OCc4ccccc4)nn23)cc1
-12 | CCN(CC)c1ccc(NC(=O)c2cc3cc([N+](=O)[O-])ccc3o2)cc1
-8 | COc1cc(C=Nc2c(C)n(C)n(-c3ccccc3)c2=O)ccc1O
-2 | C=CCn1c(NCCO)nc2c1c(=O)n(C)c(=O)n2C
-13 | CC1=C(C(=O)OCCOc2ccccc2)C(c2ccncc2)C2=C(CC(c3ccccc3)CC2=O)N1 (configuration not stated)
-15 | CCN1CCCC1Cn1cnc2c([nH]c3cccc(Cl)c32)c1=O (configuration not stated)
-3 | COc1c2c(nc3ccccc13)OC(C(C)(O)COC(C)=O)C2 (configuration not stated)
-6 | Cc1ccc(OCC(=O)Nc2ccccc2C(F)(F)F)c(C)c1
-2 | Cc1sc(NC(=O)c2ccco2)c(C(c2cccnc2)N2CCN(c3ccc(F)cc3)CC2)c1C (configuration not stated)
-7 | CCOC(=O)c1cccnc1SCc1ccc(C)cc1
-13 | CCC(CC)NCc1ccc(OC)cc1OC
-3 | COc1ccc(C(=O)NCCSc2c[nH]c3ccccc23)cc1
-2 | CCOC(=O)c1ccc(CNC(=O)Cn2nnc(-c3ccc(C)cc3)n2)o1
-7 | Cc1ccc2c(c1)c1c(n2CC(O)Cn2c(C)nc3ccccc32)C(=O)CCC1 (configuration not stated)
6 | CC(C)CN1C(=O)C2C3CC4C5(C)CCCC(C)(C(=O)O)C5CCC4(C=C3C(C)C)C2C1=O (configuration not stated)
-5 | COC(=O)C1=C(C)Nc2nc(SCc3ccccc3F)[nH]c(=O)c2C1c1ccc(Cl)cc1 (configuration not stated)
-6 | O=C1CN(C(=O)c2ccc(S(=O)(=O)N3CCCCC3)cc2)C(c2ccc(F)cc2)c2cc(Br)ccc2N1 (configuration not stated)
-4 | O=S(=O)(N=Cc1cccnc1)c1cccs1
6 | CCc1c(C(=O)NCc2cnn(C)c2)csc1C
4 | COc1ccccc1CNC(=O)C1CCN(S(=O)(=O)N2CCCCC2)CC1
-1 | O=C(O)CCN1C(=O)C2C3C=CC(CC3)C2C1=O (configuration not stated)
-8 | CCOCCn1c(N2CCN(c3ccc(OC)cc3)CC2)nc2c1c(=O)[nH]c(=O)n2C

Part of the list above in a different format.
> COc1ccc(C(=O)NCCSc2c[nH]c3ccccc23)cc1
  14-3-3 PPI: -3
> CCOC(=O)c1ccc(CNC(=O)Cn2nnc(-c3ccc(C)cc3)n2)o1
  14-3-3 PPI: -2
> Cc1ccc2c(c1)c1c(n2CC(O)Cn2c(C)nc3ccccc32)C(=O)CCC1 (configuration not stated)
  14-3-3 PPI: -7
> CC(C)CN1C(=O)C2C3CC4C5(C)CCCC(C)(C(=O)O)C5CCC4(C=C3C(C)C)C2C1=O (configuration not stated)
  14-3-3 PPI: 6

More compounds follow.
14-3-3 PPI | SMILES
-3 | Cc1cc(=O)[nH]c2c1c(C)nn2C1CCCCC1
3 | Cc1n[nH]c(C)c1N1C(=O)c2cccc3c(N4CCCCCC4)ccc(c23)C1=O
7 | C=CCNC(=O)c1ccc(C)c(Br)c1
1 | COc1ccccc1-n1cc(C(=O)NCC(=O)N2CCN(c3ccccc3)CC2)c2ccccc2c1=O
2 | CC1CC(C)(C)CC2(C1)NC(=S)N(c1ccccc1)N2 (configuration not stated)
-8 | Cc1cccc(Nc2ncc3c(n2)CC(c2ccco2)CC3=O)c1 (configuration not stated)
-16 | O=C1c2ccccc2C(=O)N1CC1c2ccccc2CCN1S(=O)(=O)c1cc(Br)cc2c1N(C(=O)C1CC1)CC2 (configuration not stated)
-13 | O=C(Cn1cnc2c(oc3ccccc32)c1=O)NCCc1ccccc1
-2 | COc1ccc(NC2SC(=O)N(c3ccc(C)cc3)C2=O)cc1 (configuration not stated)
-13 | Cc1ccc(CCNC(=O)c2cc(=O)[nH]c3ccc(S(=O)(=O)N4CCCCC4C)cc23)cc1 (configuration not stated)
-1 | Cn1c(=O)oc2cc(S(=O)(=O)NCCN3CCc4ccccc4C3)ccc21
-2 | C=CCOc1ccc(CNc2nn[nH]n2)cc1
-23 | O=C(Nc1cc(Cl)ccc1O)c1cnn2c1NC(c1cccs1)CC2C(F)(F)F (configuration not stated)
-5 | CC1(C)CC(=O)C2=C(C1)N(Cc1ccco1)C(=O)NC2(C(F)(F)F)C(F)(F)F
8 | O=C(NCC(c1cccnc1)N1CCN(c2ccc(F)cc2)CC1)c1ccc2c(c1)OCO2 (configuration not stated)
1 | O=c1cc(CO)oc(C(Nc2nccs2)c2ccc(F)cc2)c1O (configuration not stated)
-9 | CC(=O)NCCNC(=O)c1cccn2c(=O)c3c4c(sc3nc12)CCCC4
2 | CC1=C(OC(=O)C(C)(C)C)C(C)(C)C(c2ccccc2)OC1=O (configuration not stated)
-3 | CCOC(=O)C1CCN(C(=O)c2cccn3c(=O)c4cc(Br)ccc4nc23)CC1
-1 | O=[N+]([O-])c1ccc(S(=O)(=O)N2CCSC2c2ccc3c4c(cccc24)CC3)cc1 (configuration not stated)
-15 | COc1ccc(CC2S/C(=C(\C#N)C(=O)NCc3ccco3)N(c3ccc(C)cc3)C2=O)cc1 (configuration not stated)
-7 | CCC(C)NC(=O)Cn1c(=O)n(-c2ccccc2)c(=O)c2ccc(C(=O)NCc3ccco3)cc21 (configuration not stated)
0 | Cc1ccc(C)c(/C(O)=C2\C(=O)C(=O)N(CCCN(C)C)C2c2cccnc2)c1 (configuration not stated)
-16 | Cc1nc2cc(C(=O)NCCC3=CCCCC3)ccc2n1-c1cccc(Cl)c1
-6 | COc1ccc(-c2cc(C(F)(F)F)n3nc(C(=O)Nc4cc(C)ccc4O)cc3n2)cc1OC
-7 | CNS(=O)(=O)c1cccc(C(=O)OCc2cc(Cl)cc3c2OCOC3)c1
-10 | CC1(C)N=C(N)N=C(N)N1c1ccc(F)cc1
-17 | CC1CCC(C(C)C)C(OC(=O)CSC2=NC(=O)C(c3ccccc3)C(=O)N2)C1 (configuration not stated)
2 | Brc1ccc(-c2nnc(SCc3ccccc3)o2)cc1
1 | COc1ccc(Nc2nc(-c3cc4ccccc4oc3=O)cs2)cc1OC
-7 | CCOC(=O)c1c(-c2ccccc2)csc1NC(=O)CSc1nnc2cc(C)c3ccccc3n12
6 | CCOc1ccccc1N(CC(=O)Nc1ccccc1C(=O)O)S(C)(=O)=O
10 | O=C(CSc1nnc(CCCO)n1-c1ccccc1)NCCc1ccccc1
5 | Cc1ccc(C2=CSC3=NCCN23)cc1
-6 | O=C(COC(=O)c1cccnc1)Nc1cccc(Cl)c1
1 | Cc1ccc(NC(=O)c2sc3ncn(CC(=O)N4CCOCC4)c(=O)c3c2C)cc1F

Copied from the list:
In 14-3-3 PPI, O=C(Nc1cc(Cl)ccc1O)c1cnn2c1NC(c1cccs1)CC2C(F)(F)F (configuration not stated) has -23
In 14-3-3 PPI, CCc1cc(-c2n[nH]c(C)c2-c2nc3ccccc3n2C)c(O)c(CN2CCN(C)CC2)c1O has -1

(listing goes on)
14-3-3 PPI | SMILES
-9 | COc1ccc(-n2c(-c3ccccc3)cn3c4c(=O)n(C)c(=O)n(C)c4nc23)cc1OC
-4 | COc1cc(C2C(C(=O)OCC(C)C)=C(C)NC3=C2C(=O)CC(c2ccc(Cl)cc2)C3)ccc1OC(C)=O (configuration not stated)
9 | O=S1(=O)N=C(OCc2ccccc2)c2ccccc21
-6 | CCOC(=O)c1cc(C)sc1NC(=O)C1CC=CCC1C(=O)O (configuration not stated)
-9 | Cn1c(SCC(=O)NCc2cccs2)nnc1-c1ccc(S(=O)(=O)N2CCCC2)cc1
0 | CCN(CC)CCNC(=O)CCCNC(=O)Cn1cnc2sc(C)c(C)c2c1=O
8 | Cc1c(C(=O)OC2CCCC2C)[nH]c2c1C(=O)CC(c1ccc(F)cc1)C2 (configuration not stated)
-8 | CCc1ccc(NC(=O)CSc2nc3ccsc3c(=O)n2-c2ccc(Br)cc2)cc1
-5 | O=c1oc2ccc(Cl)cc2c(=O)n1-c1cccc(C(F)(F)F)c1
-1 | Cc1[nH]c2c(Cl)cccc2c(=O)c1CN1CCCCC1C (configuration not stated)
-3 | CCC(C)NC(=O)CS(=O)(=O)Cc1nc(-c2cccc(OC)c2)oc1C (configuration not stated)
-3 | Clc1ccc(Nc2ncnc3c2cnn3-c2ccccc2)cc1
-16 | Cn1c(=O)n(Cc2ccccc2)c(=O)c2c1nc1n2CCCN1C1CCCCC1
-8 | CC1=C(C(=O)OCc2ccccc2)C(c2ccsc2)NC(=O)N1C (configuration not stated)
1 | Cc1c(CCC#N)c(N2CCN(C3CCCCC3)CC2)n2c(nc3ccccc32)c1C#N
-9 | CC1=CC(C)(C)Nc2ccc(OC(=O)C3CCCO3)cc21 (configuration not stated)
-3 | CCN1CCCC1CNC(=O)CCc1nc(-c2ccc(OC)cc2)no1 (configuration not stated)
-13 | CC(=O)C1=C(C)NC(=O)NC1c1ccc(Br)cc1 (configuration not stated)
-7 | COc1ccc2c(C)cc(SCC(=O)N3CCOCC3)nc2c1

An excerpt; rates above refer to the full screens.
